Assay outcomes deposited in PubChem BioAssay by National Center for Advancing Translational Sciences (NCATS).
LMNA splice mod – LMNA splicing modulation; 200,000 tested, 0.01% active; Potency, µM (doses to about 46.1 µM), inactives show at the top dose ratio change, negative = inhibition, most hits filed as inhibitors; AID 1487; HeLa LMNA splicing GFP/RFP minigene ratio, 48 h; active = well fitted inhibition curve with a large enough effect in the signal ratio, with a control signal flat, not every such curve was filed as active; inconclusive = small, poorly fitted or top-dose-only effect, or effect the other way, or a change in a side signal; the % refers to the signal ratio; also: potency is read from the fitted curve at half-maximal effect; % is scaled to controls: 0 for no effect and ±100 for the full control effect
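Read-out is the ratio of GFP to DsRed2 object intensity, acquired by 488 nm laser-scanning cytometry on HeLa lamin A-EGFP minigene reporter cells. Compound incubation 48 hrs at 37 °C in Opti-MEM with 2% FBS; DMSO 0.5% final.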
GAA glycogen mod – GAA glycogen-cleavage inhibition or activation. P10253. recombinant GAA, glycogen substrate, Amplex Red glucose oxidase fluorescence. Potency, µM (highest dose often 76.4 µM), without a hit: at the top dose activity change, negative = inhibition, hits mostly inhibitors. 300,000 tested, 0.38% active;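 also: potency is read from the fitted curve at half-maximal effect; 0% = full enzyme reaction and -100% = no-enzyme basal signal; the screen sought inhibitors and activators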
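Recombinant human enzyme (4 nM); glycogen substrate; 37 C, 40 min, pH 5.0. Readout: coupled glucose oxidase/Amplex Red fluorescence.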
GAA inh – blocks human lysosomal alpha-glucosidase; AID 1466; 200,000 tested, 0.005% active; purified human GAA, 4-MU-alpha-glucoside fluorescence; Potency, µM (top dose mostly 76.9 µM), without a hit: top-dose activity change, negative = inhibition, hits mostly inhibitors; P10253;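 also: potency is read from the fitted curve at half-maximal effect; plate controls were uninhibited enzyme wells for no effect and no-enzyme background for full effect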
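Fluorogenic assay: 4 nM human alpha-glucosidase with 400 uM 4-methylumbelliferyl-alpha-D-pyranoside in 50 mM citrate/phosphate, 0.005% Tween-20, pH 5.0, 20 min at room temperature. Compounds tested up to 77 uM; AC50 from Hill fits.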
HttQ103 aggreg – reduces HttQ103-GFP aggregates in PC12 cells. PC12 HttQ103-GFP aggregates, Acumen cytometry, 40 h. Potency, µM (highest dose often 46.1 µM), inactives show at the top dose activity change, negative = inhibition, usual class: inhibitors. 220,000 tested, 1.1% active; also: potency is read from the fitted curve at half-maximal effect; % is scaled to controls: 0 for no effect and ±100 for the full control effect; nearly all actives have a fitted effect of over 60% in size
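Using laser scanning cytometry, GFP-positive aggregates were counted after lysis of PC12 cells induced with 100 nM tebufenozide to express HTT exon 1 Q103–GFP. Compounds were tested in titration.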
aGlu spleen mod – inhibits or activates alpha-glucosidase in human spleen homogenate; P10253; human spleen homogenate, 4-MU-alpha-glucoside fluorescence; AID 2112; Potency, µM (doses to about 79.9 µM), without a hit: at the highest dose activity change, negative = inhibition, usual class: inhibitors; 240,000 tested, 0.006% active;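 also: potency is read from the fitted curve at half-maximal effect; 0% = enzyme with vehicle and -100% = no enzyme basal signal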
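Human spleen homogenate (1 ug) with 4-methylumbelliferyl-alpha-D-glucopyranoside (1 mM final) in 50 mM citrate/phosphate pH 5.0, 0.01% Tween-20; 40 min at 37 C. Stopped at pH 10; 4-MU fluorescence Ex 365/Em 440 nm; AC50 by Hill fit.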
HTT cytoprotect – cytoprotection in Huntington HTT-Q103 PC12 cell model. AID 1471. PC12 HTT-Q103 induced, cytoprotection, ATP luminescence, 40 h. 230,000 tested, 0.14% active. Potency, µM (top dose mostly 56.4 µM), for inactives: cytoprotection (ATP increase), most hits filed as activators;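 also: potency is read from the fitted curve at half-maximal effect; % of control where 0% means no effect; nearly all actives have a fitted effect of over 45% in size; toxic huntingtin expression switched on by the ecdysone agonist tebufenozide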
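PC12 cells stably carrying ecdysone-inducible Htt exon 1 (Q103)–GFP were induced with 100 nM tebufenozide (final) alongside library compounds in a dose series. Cytoprotection was scored as retained ATP by ATPlite luminescence.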
CBFb-RUNX1 inh – blocks binding between human CBF-beta and RUNX1 | AlphaScreen CBFb-His/RUNX1-biotin binding, biochemical | Potency, µM (series often up to 59.8 µM), without a hit: at the highest dose activity, negative = inhibition, hits mostly inhibitors | 230,000 tested, under 10 active; also: % of control where 0% means no effect
Target sequence (Q01196 whole entry, looked up): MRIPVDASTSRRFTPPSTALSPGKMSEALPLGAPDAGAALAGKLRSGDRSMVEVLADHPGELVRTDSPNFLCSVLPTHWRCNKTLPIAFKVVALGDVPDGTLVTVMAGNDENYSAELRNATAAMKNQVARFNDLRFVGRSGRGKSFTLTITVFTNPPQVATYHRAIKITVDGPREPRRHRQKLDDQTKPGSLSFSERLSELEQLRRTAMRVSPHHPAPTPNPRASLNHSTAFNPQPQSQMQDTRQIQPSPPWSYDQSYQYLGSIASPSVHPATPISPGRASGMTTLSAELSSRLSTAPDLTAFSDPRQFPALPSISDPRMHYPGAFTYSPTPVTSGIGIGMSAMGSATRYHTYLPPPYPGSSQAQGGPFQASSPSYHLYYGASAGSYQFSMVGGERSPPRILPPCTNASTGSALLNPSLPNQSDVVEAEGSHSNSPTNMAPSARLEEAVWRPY
Target sequence (Q13951 whole entry, looked up): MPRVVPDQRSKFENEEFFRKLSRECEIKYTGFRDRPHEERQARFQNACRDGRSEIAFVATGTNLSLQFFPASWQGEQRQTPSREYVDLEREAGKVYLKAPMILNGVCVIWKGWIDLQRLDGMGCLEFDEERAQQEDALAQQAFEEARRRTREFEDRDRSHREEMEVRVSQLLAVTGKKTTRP
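Compounds were screened at multiple concentrations against a preformed CBF-beta(His)/RUNX1(biotin) complex (30 nM of each) for 15 min at room temperature, followed by 90 min with nickel and streptavidin beads and AlphaScreen reading.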
The depositor's hits bear a star; ? = inconclusive; . = not tested or not shown; [ ] = remark or other dose. Unless noted, calls follow the shape of the dose curve; as a rule, active = well fitted curve in the direction sought with a large enough effect; inconclusive = small, poorly fitted or top-dose-only effect, or another doubt; inactive = no such curve, though single readings can be large; an effect the other way counts as inactive or inconclusive.

The opening five records, ahead of the listing:
Under each structure: LMNA splice mod | GAA glycogen mod | GAA inh | HttQ103 aggreg | aGlu spleen mod | HTT cytoprotect | CBFb-RUNX1 inh
> O=C(Nc1cc(S(=O)(=O)N2CCOCC2)ccc1N1CCOCC1)c1cnccn1
  3.3% | -5.1% | -8.7% | 15.5% | -16.0% | . | -6.4%
> CC(C)(C)n1nnnc1CN1CCN(C(c2ccccc2)c2ccccc2)CC1
  ? | -10.0% | 2.0% | -2.9% | -2.4% | -8.8%[10 µM] | 5.9%
> O=C(NC(=S)Nc1ccccc1N1CCCCC1)c1ccccc1
  ? | 10.5% | -0.2% | 2.9%[9.22 µM] | -12.2% | 13.4% | -14.8%
> CCCCC(CCC(=O)Nc1cccc([N+](=O)[O-])c1)C(=O)O (stereo not drawn)
  . | -1.5% | . | 5.3%[9.22 µM] | 3.2% | 3.2%[10 µM] | 5.5%
> O=C(CSc1nccc(=O)[nH]1)N1CCCc2ccccc21
  -4.1% | 4.7% | 1.2% | 14.5% | 5.6% | 0.2% | -0.3%

Results, repeating the preview:
Under each structure: LMNA splice mod | GAA glycogen mod | GAA inh | HttQ103 aggreg | aGlu spleen mod | HTT cytoprotect | CBFb-RUNX1 inh
> O=C(Nc1cc(S(=O)(=O)N2CCOCC2)ccc1N1CCOCC1)c1cnccn1
  3.3% | -5.1% | -8.7% | 15.5% | -16.0% | . | -6.4%
> CC(C)(C)n1nnnc1CN1CCN(C(c2ccccc2)c2ccccc2)CC1
  ? | -10.0% | 2.0% | -2.9% | -2.4% | -8.8%[10 µM] | 5.9%
> O=C(NC(=S)Nc1ccccc1N1CCCCC1)c1ccccc1
  ? | 10.5% | -0.2% | 2.9%[9.22 µM] | -12.2% | 13.4% | -14.8%
> CCCCC(CCC(=O)Nc1cccc([N+](=O)[O-])c1)C(=O)O (stereo not drawn)
  . | -1.5% | . | 5.3%[9.22 µM] | 3.2% | 3.2%[10 µM] | 5.5%
> O=C(CSc1nccc(=O)[nH]1)N1CCCc2ccccc21
  -4.1% | 4.7% | 1.2% | 14.5% | 5.6% | 0.2% | -0.3%
> COc1cccc(C2CCCCN(C)C2=O)c1 (stereo not drawn)
  . | -11.7% | 1.6% | -3.3%[9.22 µM] | 3.4% | -6.1%[10 µM] | -15.0%
> Cc1ccc(C(=O)NC2(C(Cl)Cl)N=C(c3ccccc3)N=C2N)cc1 (stereo not drawn)
  . | 6.4% | -0.1% | -7.2% | 4.2% | -12.2% | -3.7%
> Cc1cc(C)nc(NCC(O)COc2ccccc2C)n1 (stereo not drawn)
  8.4% | -6.0% | -5.3% | -5.0%[9.22 µM] | -2.1% | -24.2%[10 µM] | 2.1%
> COCCNC(=O)NC(=O)CN1CCN(C(c2ccccc2)c2ccccc2)CC1
  . | 3.3% | -8.1% | -8.1% | . | -9.1% | -7.4%
> COc1ccc(CC(=O)OCC(=O)Nc2ccc(N3CCOCC3)cc2)cc1
  . | -3.5% | -2.7% | 16.3%[9.22 µM] | 0.8% | 5.3%[10 µM] | 8.3%
> Cc1ccc(-c2cc(C(=O)OC3CCOC3=O)c3ccccc3n2)c(C)c1 (stereo not drawn)
  ? | -10.4% | -7.3% | 8.9%[9.22 µM] | 5.8% | -45.9%[inhibitor][1.9 µM] | -2.2%
> Cc1cc(=O)[nH]c(N=N/C(=N/Nc2ccc(O)cc2)c2ccccc2)n1
  -5.7% | ? | -2.9% | 1.58µM* | 0.8% | -90.4%[inhibitor][10 µM] | -2.7%
> Cc1cc(=O)[nH]c(NN=C2CCC(C(C)(C)C)CC2)n1 (stereo not drawn)
  -5.7%[46 µM] | -26.9% | 10.8% | 12.0% | -1.6% | 21.8% | -1.4%
> N/C(=N\c1nc2ccccc2o1)NC(=O)c1ccc([N+](=O)[O-])cc1
  . | -2.5% | . | -10.0%[9.22 µM] | 1.8% | -6.4%[10 µM] | 0.1%
> O=C1CC(N2CCN(S(=O)(=O)c3ccc(Cl)cc3)CC2)C(=O)N1CCc1ccccc1 (stereo not drawn)
  -7.0% | 1.8% | -10.0% | -2.1% | -11.3% | 0.0%[10 µM] | -3.9%
> COc1ccc(Cc2noc(CN(C)CC(O)c3ccccc3)n2)cc1OC (stereo not drawn)
  . | -7.7% | -13.2% | -13.0%[9.22 µM] | 2.4% | -8.0%[10 µM] | 11.7%
> CCCCN(CCCC)C(=O)C1CC=CCC1C(=O)O (stereo not drawn)
  -9.1%[46 µM] | 9.3% | 14.5% | -18.3%[9.22 µM] | 0.1% | -32.4%[10 µM] | 2.1%
> CCCn1c(SCC(=O)Nc2nc(C)cs2)nnc1-c1cccnc1
  12.3% | 7.9% | -3.4% | -7.5% | -9.0% | 10.4%[10 µM] | 4.2%
> O=C(Nc1cccc(Cl)c1)c1ccc(Cn2cc(Cl)cn2)cc1
  ? | -2.0% | -10.7% | -6.6% | -0.7% | 6.6%[10 µM] | 8.9%
> Cc1cccc(NC(=S)N(CCCN2CCOCC2)C(C)c2cc3ccccc3o2)c1C (stereo not drawn)
  . | -2.0% | -5.5% | 4.0% | 2.6% | -4.3% | -2.6%

Reformatted as a markdown table: two of the compounds above
| structure | LMNA splice mod | GAA glycogen mod | GAA inh | HttQ103 aggreg | aGlu spleen mod | HTT cytoprotect | CBFb-RUNX1 inh |
| --- | --- | --- | --- | --- | --- | --- | --- |
| Cc1ccc(-c2cc(C(=O)OC3CCOC3=O)c3ccccc3n2)c(C)c1 (stereo not drawn) | ? | -10.4% | -7.3% | 8.9%[9.22 µM] | 5.8% | -45.9%[inhibitor][1.9 µM] | -2.2% |
| Cc1cc(=O)[nH]c(N=N/C(=N/Nc2ccc(O)cc2)c2ccccc2)n1 | -5.7% | ? | -2.9% | 1.58µM* | 0.8% | -90.4%[inhibitor][10 µM] | -2.7% |

More compounds follow.
Under each structure: LMNA splice mod | GAA glycogen mod | GAA inh | HttQ103 aggreg | aGlu spleen mod | HTT cytoprotect | CBFb-RUNX1 inh
> COc1ccc(C(C(=O)NC2CCCC2)N(Cc2ccccc2)C(=O)c2nsc(Cl)c2Cl)cc1 (stereo not drawn)
  ? | -4.8% | -13.0% | ? | -9.1% | -14.9%[10 µM] | -4.8%
> COc1ccc(C(=O)Nc2ccccc2N2CCOCC2)cc1Br
  -6.8% | 3.4% | -0.4% | -10.2% | 2.4% | -16.9% | 1.8%
> N#Cc1c(Nc2ccccc2)c(/C=N/NCCO)c[nH]c1=O
  . | 16.2% | 3.4% | 26.1% | 7.0% | 5.5% | 0.8%
> COc1ccccc1C1NC(=O)NC(C)=C1C(=O)OC1CCCCC1 (stereo not drawn)
  -2.6% | -0.3% | -4.6% | -23.2% | -4.1% | -0.3%[10 µM] | -8.0%
> Clc1ccc(-c2cn3c(n2)CCC3)cc1
  ? | -3.4% | 8.2% | ? | 2.5% | -15.7% | -5.6%
> Cc1cc(Oc2ccc(=O)n(C)n2)nc(SCC(N)=O)n1
  . | 6.4% | . | -6.7%[9.22 µM] | 3.7% | 1.1%[10 µM] | 6.3%
> c1coc(CNc2nc3ccccc3n2CCN2CCOCC2)c1
  -7.8% | -1.4% | 0.0% | 4.9% | -1.8% | 5.0% | -4.6%
> COC(=O)CCc1c(C)c(C(=O)c2ccco2)c2ccccn12
  -8.0% | -4.5% | 0.4% | -3.0% | -6.0% | 18.7% | -6.8%
> CCC(C(=O)OCC(=O)NC(=O)NC(C)(C)C)c1ccccc1 (stereo not drawn)
  ? | -5.7% | -13.2% | 27.2% | -8.0% | -63.1%[inhibitor] | -2.9%
> Cc1ccc(S(=O)(=O)N2CCN(c3ccc([N+](=O)[O-])cn3)CC2)cc1
  4.3%[46 µM] | -6.0% | -1.4% | 0.0%[9.22 µM] | -7.7% | -3.8%[10 µM] | 10.5%
> CCCCc1nnc(NC(=O)CSc2nc(=O)cc(N)n2-c2cccc(C)c2)s1
  15.7% | -1.1% | -9.9% | -20.8% | -0.7% | -18.2% | -9.8%
> CC(C)Sc1nnc(Nc2ccccc2)s1
  -4.5% | -4.7% | 4.8% | -4.9% | 5.2% | -12.5% | 1.5%
> Cc1[nH]nc(NNC(=O)c2ccccc2)c1[N+](=O)[O-]
  . | ? | . | 4.9%[9.22 µM] | -4.8% | -5.9%[10 µM] | 2.4%
> Cc1ccc(Cl)cc1NC(=O)COC(=O)CC1CC2CCC1C2 (stereo not drawn)
  23.0% | -4.0% | -4.3% | 7.1%[9.22 µM] | -1.3% | 10.1% | 8.0%
> CCc1ccc2[nH]c(=O)c(C(c3nnnn3CC3CCCO3)N3CCCc4ccccc43)cc2c1 (stereo not drawn)
  8.6% | -3.5% | -10.8% | 20.6% | 0.9% | -16.0% | -9.7%
> Oc1c(Br)cc(/C=N/NC(=S)NCC2CCCO2)cc1Br (stereo not drawn)
  . | ? | . | 27.4%[9.22 µM] | -7.9% | 12.5%[10 µM] | -3.5%
> CCOC(=O)C1CCCN(C(=O)c2ccc3c(c2)OCO3)C1 (stereo not drawn)
  -4.0% | 0.5% | -2.6% | 3.7% | 12.9% | 15.8%[10 µM] | 0.6%
> O=C(CCn1cccc1)Nc1nccs1
  5.4% | 2.0% | 5.1% | -4.9% | -10.2% | -19.1% | -2.5%
> CCOc1ccc(OCCSc2nc3ccccc3[nH]2)cc1
  ? | -1.7% | -12.9% | ? | 2.9% | 8.9%[10 µM] | 8.4%
> Cc1onc(-c2ccccc2Cl)c1C(=O)NCCN1Cc2ccccc2C1=O
  1.0% | -1.8% | 5.4% | 14.1% | -2.2% | -4.9%[10 µM] | 5.0%
> O=C(c1ccco1)N(CCC(c1ccccc1)c1ccco1)Cc1ccccc1 (stereo not drawn)
  -7.7% | 3.5% | -6.3% | 3.2% | -1.8% | 12.7%[10 µM] | -25.0%
> O=c1c(O)c(-c2ccc(O)cc2)oc2cc(O)ccc12
  . | . | . | . | -9.2% | ? | ?
> Cc1ccc(NS(=O)(=O)c2ccc(/C=C/C(=O)O)cc2)cc1Cl
  -8.0%[46 µM] | 8.4% | 1.6% | 1.3% | -17.7% | 6.9% | 1.0%
> CCOC(=O)c1ccc(S(=O)(=O)N2CCN(C(=O)c3nn(C)c(=O)c4ccccc34)CC2)cc1
  -4.6%[46 µM] | 1.0% | ? | 6.9% | -5.7% | -20.9% | 7.5%
